# Screening data deposited in PubChem by several laboratories.
# PTPN22 act = LYP (human) phosphatase activation | Q9Y2R2 | recombinant LYP, DiFMUP fluorescence; 0 = plate median, 100 = signal doubled | activation, % at 2 µM | actives 0.11% (n = 96,000);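 active means activation at 2 µM above a set limit, the mean plus 5 SD, cut at about 37% in these data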
# Target sequence (Q9Y2R2 whole entry, looked up): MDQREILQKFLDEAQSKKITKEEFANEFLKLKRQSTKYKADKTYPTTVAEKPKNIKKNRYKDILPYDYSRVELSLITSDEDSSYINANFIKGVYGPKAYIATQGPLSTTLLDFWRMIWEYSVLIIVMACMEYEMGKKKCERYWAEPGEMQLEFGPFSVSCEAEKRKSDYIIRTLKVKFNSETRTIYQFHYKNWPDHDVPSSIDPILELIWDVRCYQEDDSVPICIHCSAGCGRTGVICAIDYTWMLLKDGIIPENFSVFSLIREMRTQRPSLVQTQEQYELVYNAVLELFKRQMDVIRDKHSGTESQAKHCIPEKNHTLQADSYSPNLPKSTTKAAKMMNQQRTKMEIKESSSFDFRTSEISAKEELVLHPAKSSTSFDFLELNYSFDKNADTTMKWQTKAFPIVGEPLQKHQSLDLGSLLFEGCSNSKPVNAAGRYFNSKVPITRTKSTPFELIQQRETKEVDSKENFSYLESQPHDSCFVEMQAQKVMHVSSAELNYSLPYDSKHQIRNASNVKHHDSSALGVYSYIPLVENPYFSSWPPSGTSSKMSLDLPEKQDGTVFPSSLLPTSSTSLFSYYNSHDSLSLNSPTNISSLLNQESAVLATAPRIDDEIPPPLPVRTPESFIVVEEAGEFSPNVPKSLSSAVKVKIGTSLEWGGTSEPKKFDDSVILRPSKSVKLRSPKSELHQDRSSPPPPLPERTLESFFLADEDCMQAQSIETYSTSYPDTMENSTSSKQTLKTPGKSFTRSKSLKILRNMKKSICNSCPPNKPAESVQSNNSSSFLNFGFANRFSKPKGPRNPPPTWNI
# PostGolgi ctrl = inhibits growth of the yeast control strain; AID 738; actives 5% (n = 98,000); inhibition, % at 10 µM; efflux-deficient yeast background strain, growth absorbance A615, 16 h
# PTPN22 inh 2 = blocks human PTPN22 phosphatase activity; AID 640; actives 0.21% (n = 96,000); recombinant LYP catalytic domain, DiFMUP fluorescence; inhibition, % at 2 µM; Q9Y2R2;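 active means inhibition at 2 µM at or above a set limit, the screen mean plus 3 SD, cut at about 24% in these data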;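 further: 0% = DMSO with enzyme and 100% = enzyme fully blocked by orthovanadate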
# E coli WT exp = blocks growth of wild type E. coli BW25113; OD600 absorbance; growth inhibition, % at 100 µM; actives 0.15% (n = 98,000); AID 710;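 active means growth inhibition above about 50% at one test dose, limit read from the data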;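 further: growth measured after 20 h incubation at 37 °C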
# CYP2C9 inh = blocks human cytochrome P450 2C9. CYP2C9 Supersomes, luciferin-H conversion, luminescence. P11712. actives 20% (n = 96,000). AID 777. inhibition, % at 5 µM;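 active means blocking of liver enzyme CYP2C9 beyond about 50% at 5 µM, limit read from the data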; further: values of inactives mirror those of a sister screen read the other way
# Pyk2 oligo antag = blocks oligomerization of human Pyk2 in cells. actives 0.83% (n = 99,000). Q14289. z-score (the deposit names both 25 µM and 10 µM). Q293 cells, Pyk2 FERM NanoBiT luminescence; stronger effect = lower value;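 active means Z-score of -3 or lower, scaled per plate to the spread of control and sample wells; inactive means z-score above -3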;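 further: negative z-score means lost luminescence so less FERM oligomerization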
# PostGolgi yeast = growth inhibition of a yeast mutant, post-Golgi transport screen. post-Golgi transport phenotypic cell assay. inhibition, % at 10 µM. actives 0.9% (n = 98,000);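 further: yeast cells grown in 1536-well plates; yeast grown about 18 h at 30C before absorbance read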
# CYP2C9 activ = CYP2C9 (human) activation; P11712; recombinant CYP2C9, luciferin-H conversion, luminescence; stronger effect = higher value; factor 1 = untreated enzyme, 0 = blocked; activation factor at 5 µM; actives 1.4% (n = 96,000); AID 1024;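 active means activation factor of 2 or more for CYP2C9 at a 5 µM dose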;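 further: 0 = sulfaphenazole-blocked wells and 1 = vehicle-only wells; values of inactives mirror those of a sister screen read the other way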
# DAT uptake mod = human DAT dopamine uptake with cocaine, either direction. Q01959. LLC-PK1 hDAT cells, [14C]-dopamine uptake with cocaine IC80; actives deviate in either direction. B-score at 10 µM. actives 1.3% (n = 110,000);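 active means Z score or B-score, a plate-position-corrected score, falls beyond the plate's 99.7% confidence bounds, in either direction; inactive means both scores lie inside the 99.7% bounds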;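 further: scored against the spread of the other compound wells on the same plate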
# The depositor's hits bear a star; . = not tested or not shown. Unless noted, no stated cut-off is given here; in the data, active means inhibition above about 30%; inactive means the rest.
# Order of values – PTPN22 inh 2	PTPN22 act	PostGolgi ctrl	DAT uptake mod	Pyk2 oligo antag	E coli WT exp	PostGolgi yeast	CYP2C9 inh	CYP2C9 activ
CN(C)C1(CNC(=O)c2ccc(Cl)c(S(=O)(=O)NCc3ccco3)c2)CCCCC1
  -7	5	2	-0.23	1.1	3	5	22	0.8
CCOC(=O)c1ccc(N2C(=O)CC(N3CCC(C#N)(c4ccccc4)CC3)C2=O)cc1 (configuration not stated)
  -4	1	19	-0.28	0.71	-3	-5	20	0.8
CCOCCCNC(=O)CN1C2CCC1CC(O)(c1ccc(OC)cc1)C2 (configuration not stated)
  1	-2	4	-0.26	-0.23	-5	9	-6	1.1
CC(=O)OC1N=C(c2ccccc2)c2cc(Br)ccc2N(C)C1=O (configuration not stated)
  6	-4	9	.	0.26	11	-3	7	0.9
CC1CCCN(CC(=O)N2CCCc3ccccc32)C1 (configuration not stated)
  -8	6	.	-0.43	-0.54	.	.	.	.
CC12CN3CC(C)(CN(C1)P3(=O)Oc1ccccc1)C2=O (configuration not stated)
  -6	4	0	0.31	0.52	-1	21	-14	1.1
CCOc1cc(/C=C2/C(=O)NC(=O)N(c3ccc(CC)cc3)C2=O)ccc1OC(=O)c1cccs1
  4	-4	-1	-0.3	1.7	2	3	19	0.8
CCCCP(=O)(O)CCC(=O)O
  7	-8	0	-0.52	-0.14	-9	6	-6	1.1
O=C1C2(c3ccccc3)CN3CN(C2)CC1(c1ccccc1)C3
  2	-3	-5	-1.4	0.5	6	-4	-21	1.2
NC(=O)CSP(=O)(c1ccccc1)c1ccccc1
  -12	15	-1	-0.25	0.6	-2	-9	8	0.9
CCCCn1c(O)c(C(C)=NCCCN(C)C)c(=O)[nH]c1=O
  5	-7	18	1.2	1.5	5	3	-20	1.2
CCn1c(=O)n(CC(=O)N2CCC3(CC2)OCCO3)c(=O)c2ccccc21
  -12	9	-2	-0.092	0.03	-1	17	3	1
CN1/C(=C\C=C\C2=[N+](C)c3ccc4ccccc4c3C2(C)C)C(C)(C)c2ccccc21
  33*	-31	100*	-0.045	.	84*	101*	56*	0.4
Cc1ccc2c(c1)N(CCC(=O)N1CCC3(CC1)OCCO3)C(=O)CO2
  -14	10	5	0.027	-0.29	4	-3	-77	1.8
COP(=O)(OC)C(NC(=O)C(C)(C)C)=C(Cl)Cl
  0	1	-1	-0.61	0.28	3	-5	0	1
Cc1ccc2c(c1)CC1(CN2C)C(=O)NC(=O)N(c2cccc(C)c2C)C1=O (configuration not stated)
  -5	4	2	-0.44	1.1	-7	-8	18	0.8
CCN(CC)CCOC(=O)c1ccc(N=Cc2c(O)[nH]c(=O)[nH]c2=O)cc1
  2	2	-11	-0.81	0.07	4	4	-12	1.1
CC1(C)CN=C(Nc2ccccc2C(F)(F)F)S1
  -1	0	11	-0.28	-1.1	3	-12	22	0.8
Oc1cc2c(cc1CN1CCN(c3ccccc3)CC1)CCC2
  3	-2	9	-0.13	0.3	-6	5	.	.
COc1cccc(-n2nc(C(=O)N3CCC4(CC3)OCCO4)c3ccccc3c2=O)c1
  .	.	4	0.24	-1.2	3	-2	36	0.6

# Order of values – PTPN22 inh 2	PTPN22 act	PostGolgi ctrl	DAT uptake mod	Pyk2 oligo antag	E coli WT exp	PostGolgi yeast	CYP2C9 inh	CYP2C9 activ
Cc1ccc(Cl)cc1-n1c(O)c(C=NCCCN2CCOCC2)c(=O)[nH]c1=O
  -10	10	-15	-1.4	1.1	-7	11	-1	1
CCOc1c(P(=S)(N(C)C)N(C)C)c(C)nn1-c1ccccc1
  6	-2	15	-1.2	-1.5	-4	-5	78*	0.2
Cc1cc(OCc2cc(C(=O)O)oc2C)c2c3c(c(=O)oc2c1)CCCC3
  10	-8	4	0.002	-1.3	2	5	22	0.8
Cc1cc(C=C2C(=O)N(C)C(=S)N(C)C2=O)c(C)n1C1CCCC1
  6	-5	12	-0.41	0.03	-5	2	29	0.7
O=C(NCC(c1cccnc1)N1CCOCC1)Oc1ccccc1 (configuration not stated)
  4	1	-4	-0.5	0.43	3	0	.	.
Cc1ccc(CS(=O)(=O)CCC(=O)N2CCC3(CC2)OCCO3)cc1
  8	-15	10	0.34	0.14	3	2	-17	1.2
O=C(Cn1c2c(c(-c3ccccc3Cl)cc1=O)CCC2)N1CCC2(CC1)OCCO2
  13	-17	11	0.33	-1.1	3	2	48	0.5
C=CCn1c(O)c(C(C)=NCc2cccnc2)c(=O)[nH]c1=O
  2	-6	4	-0.95	0.37	0	6	8	0.9
CCCNC(=O)c1c(N)n(Cc2ccco2)c2nc3ccccc3nc12
  -10	10	22	2.1	.	-11	-1	33	0.7
COc1ccccc1N1C(=O)NC(=O)C(CCc2ccncc2)(CCc2ccncc2)C1=O
  5	-8	2	0.092	0.66	5	-5	69*	0.3
CCOC(=O)c1c(C)n(CCOC)c2ccc(O)cc12
  16	-17	-1	0.13	-0.79	3	-6	35	0.6
CCCCn1c(N)c(C(=O)OCC2CCCO2)c2nc3ccccc3nc21 (configuration not stated)
  -12	11	14	1.9	-1	7	5	74*	0.3
CC(C)OC(=O)c1c(N)n(Cc2ccco2)c2nc3ccccc3nc12
  10	-11	35*	-0.098	0.47	8	9	.	.
CCN(CC)CCOC(=O)c1cc2cc(COC)ccc2o1
  -6	5	1	-0.94	0.47	-3	1	-1	1
Cc1nc2cc(C(=O)N3CCC4(CC3)OCCO4)ccc2n1-c1ccc(Br)cc1
  -15	13	-1	0.81	-0.57	-1	-9	16	0.8
CCC12CN3CC(CC)(CN(C1)C3c1cccnc1)C2=O (configuration not stated)
  -3	1	-3	-0.058	0.72	5	-2	-16	1.2
COc1ccc(N=C(C)c2c(O)n(C3CCCCC3)c(=O)[nH]c2=O)c(OC)c1
  5	-4	9	1.1	-3.4*	-9	4	6	0.9
CN1CCC(N(C)c2nc(-c3ccc([N+](=O)[O-])cc3)nc3ccccc23)CC1
  2	2	-3	.	-0.17	6	-8	14	0.9
CCC(=NCCCn1ccnc1)c1c(O)n(Cc2ccccc2)c(=O)[nH]c1=O
  -3	4	16	0.48	0.43	8	5	97*	0
CC(=NCCN1CCOCC1)c1c(O)n(Cc2ccccc2)c(=O)[nH]c1=O
  2	-2	-1	-0.3	1.7	-4	0	-4	1

# Order of values – PTPN22 inh 2	PTPN22 act	PostGolgi ctrl	DAT uptake mod	Pyk2 oligo antag	E coli WT exp	PostGolgi yeast	CYP2C9 inh	CYP2C9 activ
Cc1ccc(CC2C(=O)N(C)C(=O)N(C)C2=O)s1
  14	-11	6	0.052	0.03	-8	-1	-17	1.2
CCN1CCN(Cc2ccc(C)cc2C)CC1
  .	.	-1	-0.94	0.32	4	2	-9	1.1
C=CCn1c(O)c(C(C)=Nc2ccc(N(CC)CC)cc2)c(=O)[nH]c1=O
  -2	-2	7	0.12	-0.57	-7	-9	1	1
CCOP(=O)(C#CC(C)(C)C)C1(O)CCCCC1 (configuration not stated)
  .	.	3	1.5	-0.42	-8	-5	-10	1.1
Cc1[nH]c2c(Cl)cccc2c1CCN
  -15	12	.	-0.71	.	.	.	-3	1
Cc1ccc(N(C)C(=O)Oc2cccc3ccc(C)nc23)cc1
  -10	12	5	0.32	-0.81	5	17	36	0.6
Cc1cccc(C)c1NC(=O)CN(C)CC(=O)Nc1ccc(C#N)c(Cl)c1
  5	-2	-3	0.5	-0.34	9	-9	53*	0.5
O=C(c1cccs1)C1CN2CCC1CC2 (configuration not stated)
  -10	14	0	0.99	0.37	3	0	-6	1.1
CC(C)Cc1[nH]c(=O)c(C#N)c2c1CCC2
  -1	-2	-4	-0.084	0.6	1	35*	-12	1.1
COCCOC(=O)c1c(N)n(Cc2ccc(OC)cc2)c2nc3ccccc3nc12
  .	.	8	0.76	-2.3	9	9	83*	0.2
CCN1CCN(Cc2cc(Br)ccc2O)CC1
  6	-5	0	0.52	0.13	8	-27	-33	1.3
CSC(=Nc1ccccc1)c1c(O)n(C)c(=O)n(C)c1=O
  8	-8	-3	0.3	-0.43	1	-3	37	0.6
C=CCOC(=O)COc1cc(C)cc2oc(=O)c3c(c12)CCC3
  13	-10	8	-0.13	-0.14	-6	-1	58*	0.4
Cc1cc(N)n(C2CCN(C)CC2)n1
  8	-4	25	0.57	0.29	-1	8	-8	1.1
O=C(Cn1ncc2c3ccccc3n(Cc3cccc(Cl)c3)c2c1=O)N1CCC2(CC1)OCCO2
  .	.	18	6*	0.12	-17	2	91*	0.1
C/C(=N/OC(=O)N(C)C)c1ncc(C(F)(F)F)cc1N1CCOCC1
  4	-3	3	-1.2	0.37	9	3	14	0.9
Cc1cccnc1-n1c(-c2ccco2)nc2ccccc2c1=O
  -6	3	0	-0.1	0.4	2	0	20	0.8
O=c1c2ccccc2nc(CN2CCOCC2)n1-c1ccccc1F
  21	-19	6	1.2	1.1	4	1	34	0.7
O=C(C1CC(c2ccc(F)cc2)=NO1)N1CCC2(CC1)OCCO2 (configuration not stated)
  12	-11	6	0.36	0.51	-5	4	-8	1.1
Cn1c(O)c(C=NCCOc2ccc(Cl)cc2)c(=O)n(C)c1=O
  -2	0	-4	2	1.9	-1	-2	26	0.7

# Order of values – PTPN22 inh 2	PTPN22 act	PostGolgi ctrl	DAT uptake mod	Pyk2 oligo antag	E coli WT exp	PostGolgi yeast	CYP2C9 inh	CYP2C9 activ
O=C(Nc1ccc(Cl)cc1)O/N=C(\c1ccccc1)c1ccccn1
  6	-3	14	0.083	0.86	32	2	57*	0.4
CCCOC(=O)COc1cc(C)cc2oc(=O)c3c(c12)CCC3
  1	-2	20	-0.99	-0.3	-2	8	30	0.7
FC(F)(F)c1ccccc1CN1CCN(Cc2ccccc2)CC1
  2	-3	1	-0.56	0.25	9	-1	12	0.9
CSc1ncc(Cl)c(C(=O)O)n1
  3	2	12	-1.3	-1.1	-7	1	9	0.9
CC(C)NC(C)C(=O)C12CC3CC(CC(C3)C1)C2 (configuration not stated)
  -4	3	13	0.13	-0.33	3	8	-14	1.1
CCN(CC)C(=O)c1ccc(NC(=O)CSc2nnnn2-c2cc(OC)ccc2OC)cc1
  -6	3	0	1.2	-1.1	-6	9	28	0.7
CC12CN3CC(C)(CN(C1)C3c1cccs1)C2 (configuration not stated)
  0	-3	6	0.81	-0.37	-2	5	-10	1.1
Cn1c(O)c(C(=N)COc2ccccc2)c(=O)n(C)c1=O
  -2	5	-5	-0.028	3.4	-15	-8	-2	1
CC12CN3C(O)C(C)(C1)CC(C)(C2)C3O (configuration not stated)
  -8	4	20	-0.98	0.69	-1	-5	-1	1
CN(C)C(=O)Oc1ccc2ccccc2c1Cl
  -2	2	6	-0.81	1.4	10	4	9	0.9
CCN(CC)CCN=Cc1c(O)n(CCC2=CCCCC2)c(=O)[nH]c1=O
  -16	12	6	0.46	1.1	3	3	0	1
CC(=NCCO)c1c(O)n(C)c(=O)n(C)c1=O
  -22	19	27	-0.56	-0.17	2	-1	-8	1.1

# Rewritten as labelled records: four of the compounds above
> CN(C)C(=O)Oc1ccc2ccccc2c1Cl
  PTPN22 inh 2: -2	PTPN22 act: 2	PostGolgi ctrl: 6	DAT uptake mod: -0.81	Pyk2 oligo antag: 1.4	E coli WT exp: 10	PostGolgi yeast: 4	CYP2C9 inh: 9	CYP2C9 activ: 0.9
> Cn1c(O)c(C(=N)COc2ccccc2)c(=O)n(C)c1=O
  PTPN22 inh 2: -2	PTPN22 act: 5	PostGolgi ctrl: -5	DAT uptake mod: -0.028	Pyk2 oligo antag: 3.4	E coli WT exp: -15	PostGolgi yeast: -8	CYP2C9 inh: -2	CYP2C9 activ: 1
> CCN(CC)CCN=Cc1c(O)n(CCC2=CCCCC2)c(=O)[nH]c1=O
  PTPN22 inh 2: -16	PTPN22 act: 12	PostGolgi ctrl: 6	DAT uptake mod: 0.46	Pyk2 oligo antag: 1.1	E coli WT exp: 3	PostGolgi yeast: 3	CYP2C9 inh: 0	CYP2C9 activ: 1
> CSc1ncc(Cl)c(C(=O)O)n1
  PTPN22 inh 2: 3	PTPN22 act: 2	PostGolgi ctrl: 12	DAT uptake mod: -1.3	Pyk2 oligo antag: -1.1	E coli WT exp: -7	PostGolgi yeast: 1	CYP2C9 inh: 9	CYP2C9 activ: 0.9

# Some of the compounds tested (hit frequency here may not be typical).
